# SR-BI DiI-HDL act = activators of SR-BI mediated DiI-HDL uptake, primary screen, ldlA[mSR-BI] CHO cells, DiI fluorescence | 3 h; 100 = double the neutral-control signal | activation, % at 12.5 µM | 320,000 compounds, 0.096% hits | AID 504775, 2011;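 active = mean replicate activation of at least 60% and every replicate at or above 60%; inconclusive = mean or all-replicate condition met, but not both; inactive = mean below 60% and not all replicates reaching 60%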;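 also: 0% = median plate neutral-control signal and 100% = twice that signal; values of inactives mirror those of a sister screen read the other way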
#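 Assay system: LDL receptor-deficient CHO ldlA cells overexpressing murine SR-BI / Medium: BSA-supplemented, HEPES-buffered Ham's F12, pH 7.4 / Probe or stimulus: DiI-labelled HDL at 10 µg/mL final / Timing: compound with DiI-HDL co-incubation, 3 h at 37 °C / Technique: bottom-read cell fluorescence after medium removal, ex 550/em 595 nm / Measure: HDL uptake via cellular fluorescence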
# SR-BI HDL uptake = inhibitors of SR-BI mediated HDL lipid uptake, primary screen, ldlA[mSR-BI] cells, fluorescence, single point | AID 488896, 2010 | inhibition, % at 12.5 µM | Scavenger receptor class B member 1 (Mus musculus), Q61009 | 320,000 compounds, 0.96% hits | ldlA[mSR-BI] CHO cells, DiI-HDL uptake fluorescence, 3 h;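 active = mean replicate inhibition of at least 70% and a set share of replicates each scoring 70 or more; inconclusive = meets just one of the two criteria; inactive = fails both criteria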;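 also: 0% = median of neutral control wells and 100% = median of positive control wells; values of inactives mirror those of a sister screen read the other way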
# PKA-R2B act = activators of PKA-R2B holoenzyme, primary screen, biochemical, fluorescence polarization, Cy5-IP20, human; 340,000 compounds, 0.079% hits; cAMP-dependent protein kinase catalytic subunit beta (Homo sapiens) + cAMP-dependent …; activation, % at 11.4 µM; AID 504700, 2011; PKA-R2B holoenzyme dissociation; R2B truncated from residue 108, S112A mutant; 0% DMSO only, 100% 113 µM cGMP;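 active = activation above a cutoff set at the mean over all compounds plus 3 SD, cut at about 18% in these data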;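 also: higher means more holoenzyme dissociation and a rise in polarization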
# Arr AP2 block = inhibitors of beta-arrestin/AP2 binding, primary screen, biochemical, GPCR trafficking, flow cytometry | 340,000 compounds, 0.31% hits | FITC-arrestin peptide / GST-AP2 beads; AP2 beta2 appendage carries R879A mutation | inhibition, % at 10 µM;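 active = inhibition above a set limit, near 3 SD of compounds lacking own fluorescence, cut at about 54% in these data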;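 also: plate controls were DMSO wells for no effect and 5 µM unlabelled arrestin peptide for full effect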
#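 System: GST-AP2 R879A glutathione beads | Also added: FITC-arrestin peptide, 50 nM | Times: 12 min plus 1 h, RT | Signal: Bead flow cytometry, FITC channel | Buffer or medium: PBS with 0.05% Tween 20 and 0.1% BSA | Read-out basis: Percent drop in bead-associated FITC signal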
# dFosB activator = activators of delta FosB homodimer, primary screen, biochemical, fluorescence polarization, TAMRA-CDK5 oligo, single point; Protein FosB (Mus musculus), P13346; purified delta FosB; percent of positive-control signal above neutral wells; activation, % at 25 µM; 340,000 compounds, 0.99% hits;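 active = mean activation above about 17%, with every replicate also reaching it, limit read from the data, passing the limit was not always enough; inconclusive = only one of the two conditions met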;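 also: fluorescence polarization rise as delta FosB binds a TAMRA Cdk5 AP-1 oligo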
# DSG3 Ab inh = inhibitors of pemphigus antibody binding to DSG3, primary screen, biochemical, bead-based, flow cytometry, scFv-GFP; DSG3-coupled beads, scFv-anti-DSG3-GFP binding; active compounds read low; binding (percent of control), % at 10 µM; Desmoglein-3 (Homo sapiens), P32926; AID 588358, 2011; 310,000 compounds, 0.48% hits;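 active = binding more than 3 SD below its plate's average and above zero; inconclusive = below that plate limit but binding exactly zero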;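 also: hits lower antibody fragment binding to DSG3; some compounds called inactive have numbers as strong as hits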
# Mot1-301 SUMO = yeast Mot1-301 growth rescue at high temperature, primary screen, SUMOylation pathway inhibitor project, S. cerevisiae, ATP luminescence, 38.5C | S. cerevisiae Mot1-301 growth rescue; percent above DMSO median, 100 means doubled | growth rescue, % at 18.8 µM | 320,000 compounds, 1% hits | AID 2716, 2010;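 active = every valid replicate shows activation above 250% relative to neutral control wells; inactive = the rest, any valid replicate at or below 250%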;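 also: OY570 slx delta 5 strain wells were the positive control but not used for scaling; some compounds called inactive have numbers as strong as hits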
# CDK5 inh = inhibitors of human CDK5/p35 kinase, primary screen, biochemical, single concentration; Cyclin-dependent kinase 5 (Homo sapiens) + Cyclin-dependent kinase 5 activator 1 (Homo …; Recombinant CDK5/p35, ADP-Glo luminescence, 60 min; inhibition, % at 10 µM; 330,000 compounds, 0.01% hits; AID 488839, 2010;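 active = highest replicate inhibition of at least 50% and at least 75% of replicates reaching 50%; inconclusive = only one of the two criteria met; inactive = both criteria failed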;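 also: plate controls were DMSO neutral control for no effect and GW8510 at 10 µM for full effect; many of its hits are not listed in these tables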
# PKA-R1A act = activators of PKA-R1A holoenzyme, primary screen, biochemical, fluorescence polarization, Cy5-IP20, bovine R1A, mouse PKAc | PKA-R1A dissociation; scaled: DMSO 0%, 113 µM cGMP 100% | activation, % at 11.4 µM | 340,000 compounds, 0.083% hits | AID 504707, 2011;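 active = percent activation above the mean of all tested compounds plus 3 SD, cut at about 19% in these data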;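 also: higher means more PKAc released from R1A so a rise in polarization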
# NSD2 HMT inh = NSD2 histone methyltransferase inhibitors, primary screen, biochemical, AlphaScreen, single concentration, set 2. Histone-lysine N-methyltransferase NSD2 (Homo sapiens), O96028. NSD2 peptide methylation, 120 min. inhibition, % at 12.5 µM. 310,000 compounds, 0.54% hits; in the data active = inhibition above about 50%
# Target sequence (O96028 whole entry, looked up): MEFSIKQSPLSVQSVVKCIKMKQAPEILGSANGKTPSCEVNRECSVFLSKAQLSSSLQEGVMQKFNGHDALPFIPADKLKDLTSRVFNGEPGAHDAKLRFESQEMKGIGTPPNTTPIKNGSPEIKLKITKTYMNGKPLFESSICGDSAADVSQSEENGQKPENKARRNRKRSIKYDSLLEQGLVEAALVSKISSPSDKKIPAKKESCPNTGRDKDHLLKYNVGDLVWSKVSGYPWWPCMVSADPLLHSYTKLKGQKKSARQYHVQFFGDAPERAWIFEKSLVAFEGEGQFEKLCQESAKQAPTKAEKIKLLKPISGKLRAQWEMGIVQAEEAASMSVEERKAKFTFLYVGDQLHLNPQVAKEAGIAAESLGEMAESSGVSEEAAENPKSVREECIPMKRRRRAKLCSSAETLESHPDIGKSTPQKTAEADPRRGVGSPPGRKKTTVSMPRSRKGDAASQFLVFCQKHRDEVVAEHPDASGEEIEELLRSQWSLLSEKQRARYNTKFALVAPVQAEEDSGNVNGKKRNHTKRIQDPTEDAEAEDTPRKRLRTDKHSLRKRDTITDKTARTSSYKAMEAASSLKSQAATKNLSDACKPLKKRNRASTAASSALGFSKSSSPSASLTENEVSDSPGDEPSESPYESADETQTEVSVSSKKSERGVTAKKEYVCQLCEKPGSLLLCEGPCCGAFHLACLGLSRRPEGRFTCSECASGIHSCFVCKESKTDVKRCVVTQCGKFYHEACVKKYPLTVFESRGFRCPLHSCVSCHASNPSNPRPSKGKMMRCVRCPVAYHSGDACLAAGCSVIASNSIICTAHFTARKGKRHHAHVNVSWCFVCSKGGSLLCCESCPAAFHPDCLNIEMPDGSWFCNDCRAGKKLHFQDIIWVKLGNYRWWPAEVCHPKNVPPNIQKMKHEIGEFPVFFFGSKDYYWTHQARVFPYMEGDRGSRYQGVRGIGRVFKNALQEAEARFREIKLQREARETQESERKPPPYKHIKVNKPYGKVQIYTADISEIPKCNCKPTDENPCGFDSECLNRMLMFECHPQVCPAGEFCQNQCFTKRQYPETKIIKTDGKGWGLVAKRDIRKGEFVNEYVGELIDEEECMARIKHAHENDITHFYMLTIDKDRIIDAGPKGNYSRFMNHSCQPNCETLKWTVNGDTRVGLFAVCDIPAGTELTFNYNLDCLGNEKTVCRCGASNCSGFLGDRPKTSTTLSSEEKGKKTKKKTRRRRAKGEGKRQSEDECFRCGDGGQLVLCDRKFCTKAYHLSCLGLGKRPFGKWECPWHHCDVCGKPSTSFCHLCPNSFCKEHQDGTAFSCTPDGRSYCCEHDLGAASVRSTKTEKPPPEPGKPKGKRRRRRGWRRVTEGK
# MITF act = activators of MITF-driven TRPM1 promoter reporter, primary screen, cell-based, SK-MEL-5, luciferase, single point; SK-MEL-5 TRPM1-promoter luciferase, 24 h; % of positive control, neutral wells = 0; activation, % at 12.5 µM; 300,000 compounds, 0.75% hits; AID 588334, 2011;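 active = mean activation of at least 80% with every replicate also reaching 80%; inconclusive = mean reaches 80% but some replicate falls short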;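 also: 0% = neutral control wells and 100% = parthenolide positive control wells; values of inactives mirror those of a sister screen read the other way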
# The depositor's hits bear a star; ? = inconclusive; . = no result given; & = joins results of further samples.
# The line under a structure holds: CDK5 inh	Mot1-301 SUMO	Arr AP2 block	SR-BI HDL uptake	NSD2 HMT inh	SR-BI DiI-HDL act	PKA-R2B act	DSG3 Ab inh	PKA-R1A act	dFosB activator	MITF act
> C/C(=N/OC(=O)c1ccc(C)cc1)C(=O)c1ccc(Br)cc1
  0.1	138	4	-4	-15	4	-2	100	4	-4	.
> Cc1ccc(C)c(S(=O)(=O)NCCCc2ccccc2)c1
  0.7	-6	3	10	-11	-10	-7	.	-2	-10	-1
> CCCOc1cccc(C(=O)NCCNC(=O)c2ccc(C)nc2)c1
  -0.5	160	27	-20	-7	20	-8	99	0	-4	-2
> CS(=O)(=O)c1ccc(-c2cccc(NC(=O)c3ccc(Br)o3)c2)nn1
  -0.3	4	6	37	0	-37	-11	84	-3	6	-16
> O=C(CN1C(=O)C2C3CC(C(Br)C3Br)C2C1=O)Nc1ccc(C(=O)O)cc1 (centres undefined)
  2.0	-9	6	8	28	-8	-9	89	-4	2	30
> COc1ccc(-c2nn(-c3ccccc3)cc2/C=C2/SC(=S)N(CCC(=O)O)C2=O)c(C)c1
  1.4	-9	50	12	8	-12	3	98	1	-12	-2
> COc1ccc(NC(=O)/C(N=Nc2ccc(Cl)c(S(=O)(=O)Nc3ccc(Cl)cc3)c2)=C(\C)O)cc1
  -0.6	-5	10	15	0	-15	5	.	7	4	8
> COc1ccc([N+](=O)[O-])cc1NC(=O)CC1SC(=Nc2cccc(C)c2C)N(/N=C/c2cccc(OC)c2OC)C1=O (centres undefined)
  -1.0&0.6	105	-2&-6	12&31	-2&-2	-12&-31	-7&2	116&88	-4&6	-6&-19	6&-22
> CCCOc1ccc(NC(=O)CC2C(=O)N(c3ccc(OCC)cc3)C(=S)N2C2CC2)cc1 (centres undefined)
  0.4	-10	5	3	0	-3	18	100	8	?	-77
> S=C(Nc1cccc2ccccc12)NN1CCOCC1
  -1.2	6	31	-18	-4	18	-6	107	0	-11	2
> COc1ccc(CCNC(=O)C2CCCN2S(=O)(=O)c2cccc3nsnc23)cc1OC (centres undefined)
  -0.8	-7	51	0	1	0	4	96	-3	0	5
> CC(=O)c1c(C)[nH]c(C(=O)Nc2ccc(S(=O)(=O)N(C)C)cc2)c1C
  0.5	-9	-5	-2	4	2	6	98	-9	-24	0
> Cc1cc(/C=C2\SC(=O)N(CC(=O)Nc3ccccc3F)C2=O)c(C)n1C
  -0.8	-15	-8	-13	0	13	11	97	-8	-7	-1
> COc1ccccc1NC(=O)C1=C(C)NC(=O)NC1c1ccco1 (centres undefined)
  -0.8	242	30	-15	0	15	2	105	-9	0	3
> O=C1NC(=S)NC(=O)C1=Cc1ccccc1C(=O)O
  -3.2	.	-5	-7	-2	7	-10	94	-4	-1	1
> O=C(CC1COc2ccccc2O1)NCCc1ccccc1 (centres undefined)
  0.4	12	6	-16	-2	.	7	105	2	-3	3
> Cc1cc(-c2csc(NC(=O)c3ccccc3C(F)(F)F)n2)c(C)n1Cc1ccccc1
  0.1	1	4	48	-2	-48	-10	100	1	-8	-7
> O=C(/C=C/c1cccc(C(F)(F)F)c1)Nc1cccc(C(F)(F)F)c1
  0.6	21	4	59	-5	-59	-16	98	6	3	-18
> O=C(CN1C(=O)c2ccccc2C1=O)c1ccc(F)cc1
  -0.3	0	7	48	-3	-48	9	105	4	5	.
> CC(C)OCc1ccc(C(=O)N2CCN(CC(=O)N3CCCC3)CC2)cc1
  0.6	13	7	-3	-2	3	6	107	1	-14	-4
> O=C1CCC([N+](=O)[O-])C(c2ccc(Cl)c([N+](=O)[O-])c2)N1 (centres undefined)
  -5.6	52	10	-7	2	7	-11	103	-6	7	2
> Cc1cc(C(=O)CSc2nnc(-c3ccc(OC(F)F)cc3)o2)c(C)n1Cc1cccs1
  -1.0	-9	15	-6	0	6	-1	.	0	?	.
> O=C(c1ccccc1Sc1cccc2ccccc12)N1CCOCC1
  1.1	22	-6	22	3	-22	16	97	9	-13	1
> O=C(Cn1cc(C(F)(F)F)ccc1=O)N1CCc2ccccc21
  2.5	22	65*	5	-2	-5	-4	.	8	3	1
> CCCCOc1ccc(C(=O)N2CCCCCC2)cc1
  0.1	4	18	6	0	-6	-8	104	-7	-7	3
> Cc1ccc2c(c1)N(C(=O)CCC(=O)Nc1ccccc1Br)CC(C)O2 (centres undefined)
  0.3	14	6	33	.	-33	-11	102	-2	-9	-4
> O=C(Nc1ccccc1-c1ccccc1)NC1CCN(CC(=O)N2CCOCC2)CC1
  0.8	7	-2	3	5	-3	2	98	-7	-8	-1
> CSc1ccc(N2C(=O)NC3(CCCCC3)C2=O)cc1
  0.7	7	-3	3	0	-3	3	102	2	-3	35
> COc1ccc(C2C(C#N)=C(N)OC3=C2C(=O)CCC3)c(OC)c1OC (centres undefined)
  -0.2	4	12	-12	0	12	4	97	-4	3	-8
> Cc1ccc(/C=N/NC(=O)C2=NNC(c3ccccc3)(c3ccccc3)C2)c(O)c1
  -1.0	-6	3	106*	.	-106	1	99	-4	9	-75
> O=C1CCCC(O)=C1C1NCCc2ccccc21 (centres undefined)
  1.0	-5	1	.	0	.	11	100	6	-2	2
> COc1cccc(CC2(CO)CCCN(Cc3cc(F)ccc3-n3cccn3)C2)c1 (centres undefined)
  3.5	5	5	-5	1	5	-5	160	-8	-8	5
> CSc1nc(-c2ccccc2)nn1C(=O)c1ccc(Cl)cc1
  0.0	5	-3	.	-2	.	6	109	6	-8	13
> Cn1c(CSCc2ccc(Cl)cc2Cl)n[nH]c1=S
  0.4	-22	15	5	1	-5	-2	96	-12	2	1
> Cn1ccnc1SCc1nc2c(cnn2-c2ccccc2)c(=O)[nH]1
  0.4	-19	-4	9	-1	-9	1	121	-1	0	4
> COc1ccccc1CCC(=O)OCC(=O)Nc1c(Br)cc(C)cc1Br
  -1.1	-10	17	.	-1	.	4	90	-8	-2	0
> CCOC(=O)C1CCCN(S(=O)(=O)NC[C@H]2O[C@@H](n3cnc4c(N)ncnc43)[C@H](O)[C@@H]2O)C1 (some centres undefined)
  -1.0	0	4	81*	.	-81	10	107	5	-2	10
> CC(n1cnnn1)C12CC3CC(CC(C3)C1)C2 (centres undefined)
  -0.9	751	7	.	1	.	6	95	1	-4	-8
> O=C(c1cc(Cl)nc2ccccc12)N1CCN(S(=O)(=O)c2cccc(F)c2)CC1
  2.3	16	33	-16	-1	16	-4	103	-3	-5	-12
> CC(C)CCN(Cc1ccco1)S(=O)(=O)c1ccc(-c2ccc(=O)[nH]n2)s1
  -2.2	5	-4	3	0	-3	0	104	-3	-22	-1

# 7 of the compounds above, tab-delimited:
Structure	CDK5 inh	Mot1-301 SUMO	Arr AP2 block	SR-BI HDL uptake	NSD2 HMT inh	SR-BI DiI-HDL act	PKA-R2B act	DSG3 Ab inh	PKA-R1A act	dFosB activator	MITF act
O=C(c1ccccc1Sc1cccc2ccccc12)N1CCOCC1	1.1	22	-6	22	3	-22	16	97	9	-13	1
CCOC(=O)C1CCCN(S(=O)(=O)NC[C@H]2O[C@@H](n3cnc4c(N)ncnc43)[C@H](O)[C@@H]2O)C1 (some centres undefined)	-1.0	0	4	81*	.	-81	10	107	5	-2	10
Cc1cc(C(=O)CSc2nnc(-c3ccc(OC(F)F)cc3)o2)c(C)n1Cc1cccs1	-1.0	-9	15	-6	0	6	-1	.	0	?	.
O=C(Cn1cc(C(F)(F)F)ccc1=O)N1CCc2ccccc21	2.5	22	65*	5	-2	-5	-4	.	8	3	1
CC(n1cnnn1)C12CC3CC(CC(C3)C1)C2 (centres undefined)	-0.9	751	7	.	1	.	6	95	1	-4	-8
O=C1CCCC(O)=C1C1NCCc2ccccc21 (centres undefined)	1.0	-5	1	.	0	.	11	100	6	-2	2
O=C(Nc1ccccc1-c1ccccc1)NC1CCN(CC(=O)N2CCOCC2)CC1	0.8	7	-2	3	5	-3	2	98	-7	-8	-1

# Additional structures follow:
# The line under a structure holds: CDK5 inh	Mot1-301 SUMO	Arr AP2 block	SR-BI HDL uptake	NSD2 HMT inh	SR-BI DiI-HDL act	PKA-R2B act	DSG3 Ab inh	PKA-R1A act	dFosB activator	MITF act
> COC(=O)[C@H]1[C@H]2C[C@@H]3c4[nH]c5cc(OC)ccc5c4CCN3C[C@H]2C[C@@H](OC(=O)c2cc(OC)c(OC)c(OC)c2)[C@@H]1OC
  2.6	351*	-5	62	.	-62	1	112	-2	-12	-6
> N#CC1(NC(=O)COc2cccnc2[N+](=O)[O-])CCCCC1
  1.7	22	-8	9	0	-9	-2	108	1	-1	1
> CCN1CCN(Cc2nnc(-c3ccc(C)cc3)o2)CC1
  3.0	173	23	-7	2	7	2	95	2	2	.
> CCOc1ccc(NC(=O)CN(C)C(=O)c2ccc3c(c2)S(=O)(=O)N=C2CCCCCN23)cc1OCC
  0.4	.	10	2	-1	-2	-5	105	9	-13	9

# From PubChem
